Source: PubChem (Broad Institute)
Mtb BioA inh: BioA (M. tuberculosis) enzyme inhibition; purified M. tuberculosis BioA enzyme, plate reader; inhibition, % at 9.99 µM; 360,000 tested, 0.096% active; AID 602481; in the data active means inhibition above about 40%
An asterisk follows results filed as active.

structure | Mtb BioA inh
C[C@@H]1CCCCO[C@@H](CN(C)S(=O)(=O)c2cccs2)[C@@H](C)CN([C@H](C)CO)C(=O)c2cc(NC(=O)Cc3ccccc3)ccc2O1 | -1.0
O=C(C[C@@H]1CC[C@@H](NC(=O)NC2CCCCC2)[C@H](CO)O1)NCc1ccc(Cl)cc1 | -1.1
CN(C)CC#Cc1ccc([C@@H]2[C@@H](CO)N3CCCCN(S(=O)(=O)c4ccccc4F)C[C@H]23)cc1 | 2.5
CC(C)C#Cc1cnc2c(c1)C(=O)N([C@@H](C)CO)C[C@@H](C)[C@@H](CN(C)C(=O)CCN1CCCCC1)O2 | 1.9
CO[C@@H]1CC[C@@H]2CCOc3c(C#N)cccc3C(=O)N(C)[C@H](C)C(=O)N(C)C[C@@H]1O2 | -2.6
C[C@H](CO)N1C[C@H](C)[C@@H](CN(C)CC2CCCCC2)Oc2ccc(NS(=O)(=O)c3ccc(F)cc3)cc2CC1=O | -4.1
O=C(C[C@@H]1C=C[C@@H](NC(=O)C2CC2)[C@@H](CO)O1)Nc1nccs1 | -1.2
C[C@H]1CN([C@@H](C)CO)C(=O)c2cc(C#CCN(C)C)cnc2O[C@@H]1CN(C)C(=O)c1cccc(F)c1 | -3.3
CNC(=O)C[C@@H]1CC[C@@H]2[C@H](COc3ccc(NC(=O)Nc4ccccc4F)cc3C(=O)N2C)O1 | 2.0
COc1cccc(NC(=O)C[C@H]2CC[C@H]3[C@@H](COc4ccc(NC(=O)C5CC5)cc4C(=O)N3C)O2)c1 | 1.3
C[C@@H]1CN([C@@H](C)CO)C(=O)Cc2cc(NC(=O)C3CCCCC3)ccc2O[C@@H]1CN(C)CC1CCCCC1 | -1.8
CO[C@H]1CN(C)C(=O)c2cc(NC(=O)Nc3c(C)noc3C)ccc2OC[C@@H](C)N(CC2CC2)C[C@H]1C | 0.0
O=C(C[C@H]1CC[C@@H]2[C@H](COC[C@H](O)CN2C(=O)c2ccccc2)O1)Nc1ccccc1 | 1.0
CNC[C@H]1Oc2ccc(NS(=O)(=O)c3cn(C)cn3)cc2C(=O)N([C@@H](C)CO)C[C@@H]1C | 0.0
C[C@@H]1CN([C@@H](C)CO)C(=O)c2cc(NC(=O)c3ccncc3)ccc2O[C@@H](C)CCCCO[C@@H]1CN(C)CC1CCCCC1 | -1.6
COc1cccc(C#Cc2cnc3c(c2)C(=O)N([C@H](C)CO)C[C@H](C)[C@H](CN(C)C(=O)C2CC2)O3)c1 | 5.3
CCCNC(=O)N(C)C[C@@H]1Oc2ncc(C#Cc3ccccc3F)cc2C(=O)N([C@@H](C)CO)C[C@@H]1C | 0.1
C[C@H](CO)N1C[C@H](C)[C@H](CN(C)S(C)(=O)=O)Oc2cc(-c3ccccc3)ccc2S1(=O)=O | 3.6
COc1ccc(S(=O)(=O)Nc2ccc3c(c2)C(=O)N([C@H](C)CO)C[C@H](C)[C@@H](CN(C)S(=O)(=O)c2ccc(C)cc2)O3)cc1 | -2.8
CO[C@H]1CN(C)C(=O)c2cc(NC(=O)Nc3ccccc3Cl)ccc2OC[C@H](C)NC[C@@H]1C | 2.0

Brought forward from above: 6 compounds, then new ones.
structure | Mtb BioA inh
C[C@@H]1CN([C@@H](C)CO)C(=O)c2cc(NC(=O)c3ccncc3)ccc2O[C@@H](C)CCCCO[C@@H]1CN(C)CC1CCCCC1 | -1.6
COc1cccc(C#Cc2cnc3c(c2)C(=O)N([C@H](C)CO)C[C@H](C)[C@H](CN(C)C(=O)C2CC2)O3)c1 | 5.3
CCCNC(=O)N(C)C[C@@H]1Oc2ncc(C#Cc3ccccc3F)cc2C(=O)N([C@@H](C)CO)C[C@@H]1C | 0.1
C[C@H](CO)N1C[C@H](C)[C@H](CN(C)S(C)(=O)=O)Oc2cc(-c3ccccc3)ccc2S1(=O)=O | 3.6
COc1ccc(S(=O)(=O)Nc2ccc3c(c2)C(=O)N([C@H](C)CO)C[C@H](C)[C@@H](CN(C)S(=O)(=O)c2ccc(C)cc2)O3)cc1 | -2.8
CO[C@H]1CN(C)C(=O)c2cc(NC(=O)Nc3ccccc3Cl)ccc2OC[C@H](C)NC[C@@H]1C | 2.0
C[C@@H]1CN([C@H](C)CO)C(=O)Cc2cc(NC(=O)CCC(F)(F)F)ccc2O[C@H]1CN(C)Cc1ccncc1 | 1.8
C[C@H](CO)N1C[C@H](C)[C@@H](CN(C)Cc2ccc3c(c2)OCO3)Oc2c(NS(=O)(=O)c3ccc(F)cc3)cccc2C1=O | 1.3
CCCNC(=O)Nc1ccc2c(c1)C(=O)N(C)[C@@H]1CC[C@H](CC(=O)NCc3ccccc3)O[C@@H]1CO2 | -3.3
O=C(C[C@H]1CC[C@@H](NC(=O)C2CCC2)[C@H](CO)O1)NCC1CC1 | -1.2
COc1ccc(S(=O)(=O)Nc2ccc3c(c2)C(=O)N([C@@H](C)CO)C[C@@H](C)[C@H](CN(C)S(=O)(=O)c2cn(C)cn2)OCCCC[C@@H](C)O3)cc1 | 0.3
COc1ccc(NC(=O)N(C)C[C@H]2Oc3ccc(NC(=O)CCCN(C)C)cc3C(=O)N([C@@H](C)CO)C[C@@H]2C)cc1 | -2.8
C[C@H]1CN([C@@H](C)CO)S(=O)(=O)c2ccc(-c3ccc(C(=O)N(C)C)cc3)cc2O[C@H]1CN(C)C(=O)Cc1ccccn1 | 0.2
Cc1noc(C)c1S(=O)(=O)Nc1ccc2c(c1)C(=O)N([C@H](C)CO)C[C@@H](C)[C@@H](CN(C)C)OCCCC[C@H](C)O2 | -1.8
Cc1ccc(S(=O)(=O)Nc2ccc3c(c2)C(=O)N([C@H](C)CO)C[C@@H](C)[C@H](CN(C)Cc2ccc(C(F)(F)F)cc2)OCCCC[C@@H](C)O3)cc1 | -1.5
O=C(NC1Cc2ccccc2C1)[C@@H]1[C@@H](CO)[C@@H]2Cn3c(ccc(C4=CCCC4)c3=O)[C@H]1N2CC1CC1 | 0.5
CC(C)NC(=O)N(C)C[C@H]1Oc2c(NC(=O)c3ccncc3)cccc2C(=O)N([C@H](C)CO)C[C@@H]1C | 20
C[C@H]1CN([C@@H](C)CO)S(=O)(=O)c2ccc(-c3cncnc3)cc2O[C@H]1CN(C)C(=O)CN(C)C | 7.8
C/C=C/c1cnc2c(c1)C(=O)N([C@H](C)CO)C[C@@H](C)[C@H](CN(C)C(=O)Nc1ccccc1F)O2 | 2.6
C[C@@H]1CN([C@H](C)CO)C(=O)Cc2cc(NS(=O)(=O)c3cccs3)ccc2O[C@@H]1CN(C)S(=O)(=O)c1ccccc1 | -3.2
CCNC(=O)Nc1ccc2c(c1)C(=O)N(C)[C@@H]1CC[C@@H](CC(=O)Nc3ccccc3)O[C@@H]1CO2 | 0.4
C[C@@H]1CN([C@@H](C)CO)S(=O)(=O)c2ccc(C#CC3CC3)cc2O[C@H]1CN(C)C(=O)c1ccncc1 | -6.3
Cc1noc(C)c1S(=O)(=O)Nc1ccc2c(c1)C(=O)N([C@H](C)CO)C[C@H](C)[C@@H](CN(C)C(=O)c1ccccc1)OCCCC[C@H](C)O2 | 1.2
C[C@H]1CN([C@@H](C)CO)C(=O)c2cc(N(C)C)ccc2O[C@@H]1CN(C)Cc1ccc(C(F)(F)F)cc1 | 1.9
Cn1cnc(S(=O)(=O)N2CCCCN3[C@H](CO)[C@@H](c4ccc(-c5cccc(F)c5)cc4)[C@H]3C2)c1 | 0.1
O=C(C[C@@H]1C[C@H]2c3cc(NC(=O)Nc4ccc(C(F)(F)F)cc4)ccc3O[C@H]2[C@@H](CO)O1)NCc1cc(F)ccc1F | -0.9

O=C(N[C@H]1CC[C@@H](CCNS(=O)(=O)c2ccccc2)O[C@@H]1CO)c1cccc(F)c1
  Mtb BioA inh: 12

COc1ccccc1-c1cccc(-c2nc(C(=O)N3CCCCC3)cc3c2[C@H](CCO)N([S@@](=O)C(C)(C)C)C3)c1
  Mtb BioA inh: -0.4

COCC(=O)Nc1ccc2c(c1)[C@@H]1C[C@@H](CC(=O)NCCN3CCCCC3)O[C@H](CO)[C@@H]1O2
  Mtb BioA inh: -0.9

Cc1noc(C)c1S(=O)(=O)Nc1cccc2c1O[C@H](CN(C)S(=O)(=O)c1cn(C)cn1)[C@H](C)CN([C@@H](C)CO)C2=O
  Mtb BioA inh: -2.0

COc1ccc(C(=O)Nc2ccc3c(c2)C(=O)N(C)C[C@H](OC)[C@@H](C)CN[C@H](C)CO3)cc1
  Mtb BioA inh: 0.7

C[C@@H]1CCCCO[C@H](CN(C)S(=O)(=O)c2cccs2)[C@@H](C)CN([C@H](C)CO)C(=O)c2cc(NS(=O)(=O)c3cccs3)ccc2O1
  Mtb BioA inh: 1.3

CCCC(=O)Nc1ccc2c(c1)C(=O)N(C)C[C@@H](OC)[C@H](C)CN(Cc1nccs1)[C@@H](C)CO2
  Mtb BioA inh: -0.1

C[C@@H]1CN([C@@H](C)CO)S(=O)(=O)c2ccc(C3=CCCCC3)cc2O[C@@H]1CN(C)C(=O)c1ccccc1
  Mtb BioA inh: -1.2

COCC(=O)N1C[C@H]2[C@@H](c3ccccc31)[C@@H](CO)N2C(=O)C1CCCC1
  Mtb BioA inh: 1.0

O=C(NCC1CC1)[C@@H]1[C@@H](CO)[C@@H]2Cn3c(ccc(-c4cncnc4)c3=O)[C@@H]2N1C(=O)NC1CCCC1
  Mtb BioA inh: -4.7

C[C@@H]1CN([C@H](C)CO)C(=O)c2cccc(NC(=O)C3CCOCC3)c2O[C@H]1CN(C)S(=O)(=O)c1ccc(Cl)cc1
  Mtb BioA inh: -2.0

C[C@@H]1CN([C@H](C)CO)C(=O)c2cc(NS(C)(=O)=O)ccc2O[C@H]1CN(C)CC1CCCCC1
  Mtb BioA inh: -3.2

C[C@H](NC(=O)C[C@H]1C=C[C@H](NC(=O)C2CCOCC2)[C@@H](CO)O1)c1ccccc1
  Mtb BioA inh: 0.2

O=C(NCC1CC1)[C@H]1[C@H](CO)[C@H]2Cn3c(ccc(-c4cccnc4)c3=O)[C@H]2N1C(=O)NC1CCCC1
  Mtb BioA inh: 0.5

CC(=O)N(C)C[C@H]1Oc2ncc(-c3ccc(C#N)cc3)cc2C(=O)N([C@@H](C)CO)C[C@@H]1C
  Mtb BioA inh: -0.3

CC(=O)N1CC[C@@H]2[C@H]1c1cc(-c3cccc(F)c3)ccc1N[C@@H]2CO
  Mtb BioA inh: 6.5

CN(C)C(=O)C[C@@H]1CC[C@@H]2[C@H](COc3ccc(NC(=O)C4CC4)cc3C(=O)N2C)O1
  Mtb BioA inh: -1.5

C[C@@H]1CCCCO[C@H](CN(C)C(=O)Nc2ccc(C(F)(F)F)cc2)[C@@H](C)CN([C@@H](C)CO)C(=O)c2cc(NC(=O)Cc3ccccc3)ccc2O1
  Mtb BioA inh: -3.3

CCCC#Cc1cnc2c(c1)C(=O)N([C@H](C)CO)C[C@@H](C)[C@H](CN(C)Cc1cccnc1)O2
  Mtb BioA inh: 2.4

C[C@H]1CN([C@@H](C)CO)C(=O)c2cccc(NC(=O)Nc3ccccc3)c2O[C@H]1CN(C)CC1CCCCC1
  Mtb BioA inh: 0.9

COc1ccccc1C#Cc1ccc2c(c1)O[C@H](CN(C)C(C)=O)[C@H](C)CN([C@H](C)CO)S2(=O)=O
  Mtb BioA inh: 0.5

Cc1ccc(S(=O)(=O)N(C)C[C@@H]2OCCCC[C@H](C)Oc3ccc(NC(=O)Nc4ccc(C(F)(F)F)cc4)cc3C(=O)N([C@@H](C)CO)C[C@@H]2C)cc1
  Mtb BioA inh: -0.3

CN(C)CC(=O)N[C@@H]1CC[C@@H](CC(=O)NCc2ccc(Cl)cc2)O[C@H]1CO
  Mtb BioA inh: -1.3

C[C@@H]1CN([C@@H](C)CO)S(=O)(=O)c2ccc(-c3cncnc3)cc2O[C@H]1CN(C)C(=O)Cc1ccccc1
  Mtb BioA inh: 0.3

CC=Cc1ccc2n(c1=O)C[C@H]1[C@H](CO)[C@@H](C(=O)NC3Cc4ccccc4C3)[C@@H]2N1C(C)=O (mixture of isomers)
  Mtb BioA inh: -0.9

O=C(C[C@@H]1C=C[C@@H](NC(=O)C2CC2)[C@@H](CO)O1)NCC1CC1
  Mtb BioA inh: -1.9

CC(C)NC(=O)N1C[C@@H]2[C@H](c3ccccc31)[C@@H](CO)N2C(=O)C1CCCC1
  Mtb BioA inh: 1.6

Cc1noc(C)c1NC(=O)Nc1ccc2c(c1)C(=O)N([C@@H](C)CO)C[C@H](C)[C@H](CN(C)Cc1ccc(Cl)c(Cl)c1)OCCCC[C@@H](C)O2
  Mtb BioA inh: -3.1

C[C@H](CO)N1C[C@H](C)[C@H](CN(C)Cc2ccc(C(F)(F)F)cc2)Oc2c(NC(=O)Nc3ccccc3)cccc2C1=O
  Mtb BioA inh: 0.5

C[C@@H]1CN([C@H](C)CO)S(=O)(=O)c2ccc(-c3ccncc3)cc2O[C@H]1CN(C)Cc1cncnc1
  Mtb BioA inh: 2.5

C[C@@H]1CN([C@@H](C)CO)C(=O)c2cccc(NC(=O)C3CCOCC3)c2O[C@@H]1CN(C)Cc1ccc(-c2ccccc2)cc1
  Mtb BioA inh: -1.1

C[C@@H]1CN([C@H](C)CO)S(=O)(=O)c2ccc(-c3ccccc3)cc2O[C@H]1CN(C)Cc1cncnc1
  Mtb BioA inh: 4.2

CC(C)NC(=O)N[C@@H]1CC[C@H](CCn2cc(-c3ccccc3)nn2)O[C@@H]1CO
  Mtb BioA inh: 4.0

OC[C@H]1[C@@H](c2ccc(C#Cc3ccccc3F)cc2)[C@@H]2CN(Cc3cncnc3)CCCCN12
  Mtb BioA inh: 2.3

O=C(C[C@@H]1C=C[C@@H](NC(=O)c2ccncc2)[C@H](CO)O1)Nc1ccc(-c2ccccc2)cc1
  Mtb BioA inh: -2.0

COc1ccc(S(=O)(=O)Nc2ccc3c(c2)C(=O)N([C@H](C)CO)C[C@@H](C)[C@H](CN(C)S(=O)(=O)c2ccc(OC)cc2)O3)cc1
  Mtb BioA inh: 6.4

CC(=O)N(C)C[C@@H]1Oc2cc(C#CC(C)C)ccc2S(=O)(=O)N([C@H](C)CO)C[C@@H]1C
  Mtb BioA inh: 1.9

CCS(=O)(=O)Nc1ccc2c(c1)C(=O)N(C)[C@@H]1CC[C@H](CC(=O)N3CCOCC3)O[C@@H]1CO2
  Mtb BioA inh: 0.5

O=C(Nc1ccc(F)cc1)N1C[C@@H]2[C@H](c3ccccc31)[C@H](CO)N2Cc1ccccc1
  Mtb BioA inh: 0.6

CO[C@H]1CN(C)C(=O)c2cc(NS(=O)(=O)c3ccc(Cl)cc3)ccc2OC[C@@H](C)N(C)C[C@H]1C
  Mtb BioA inh: -1.6

A portion of the library. The share of hits here may be higher or lower than overall.
